Screens from PubChem BioAssay.
PglD DTNB: blocks C. jejuni PglD acetyltransferase activity. purified PglD enzyme, DTNB colorimetric CoA detection. inhibition, % at 12.5 µM. 360,000 tested, 0.098% active; in the data active = inhibition above about 16%, passing the limit was not always enough; also: strong numbers were not always called active
Statin myotox sup: suppressors of simvastatin-induced myotoxicity in C2C12 myotubes | ATP luminescence, 48 h; scaled: DMSO 0, geranylgeraniol control 100 | rescue of ATP level, % at 7.49 µM | 330,000 tested, 0.78% active | AID 602340;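 active = mean ATP rescue above about 67%, or every replicate alone reaching that limit, limit read from the data, passing the limit was not always enough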;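 also: myotubes were challenged with 10 µM simvastatin during compound exposure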
Numbers without * were called inactive. Some of the compounds tested. The share of hits here may be higher or lower than overall.

SMILES	PglD DTNB	Statin myotox sup
Cc1ccc2cc(CN(C(=O)c3cccnc3)C(C)C)c(=O)[nH]c2c1	0	-9
CCCN(CCC)CCCOC(=O)c1ccc(Cl)cc1Cl	-2	5
COC(=O)C1=CN(C(C)C)C=C(C(=O)OC)C1c1cc2c(cc1Br)OCO2	-1	10
C=CCN(C(=O)c1cccc(S(=O)(=O)N2CCN(C)CC2)c1)c1nc(-c2ccccc2)cs1	5	-12
O=C(Nc1nc2c(Br)cccc2s1)C1CC1	-5	-2
CCCCCCOC(=O)C(C#N)c1nc2ccccc2nc1N1CCN(C)CC1 (stereo unspecified)	4	3
CCN1CCN(C(=O)c2ccc3c(=O)n(CCc4ccccc4)c(=O)[nH]c3c2)CC1	1	-6
Nc1nc(SCc2nc3sc4c(c3c(=O)[nH]2)CCCC4)n[nH]1	4	11
CCC(C)(C#CCN1CCCCC1)OCCC#N (stereo unspecified)	3	4
O=C(CN1C2=NCCCN2c2ccccc21)c1ccc(Br)s1	1	115*
CCOc1cccc2sc(N(CCN(C)C)C(=O)/C=C/c3cccs3)nc12	4	31
N#Cc1c(SCc2ccccc2)sc(C(=O)c2ccccc2)c1N	-1	9
COc1ccc(C(=O)NC2CCN(CC(=O)Nc3cccc(C)c3)CC2)cc1OC	-5	17
COc1ccc(C)cc1S(=O)(=O)NC1CCCCC1C (stereo unspecified)	-1	17
CCCCC(CC)CNS(=O)(=O)c1ccc2c(c1)CCN2C(=O)CCC(=O)O (stereo unspecified)	4	5
Cc1ccc(NC(C(N)=O)c2c(C)[nH]c(=O)[nH]c2=O)cc1 (stereo unspecified)	0	-1
C/C(=N\NC(=O)C(NC(=O)c1ccccc1)C(C)C)c1ccccc1 (stereo unspecified)	6	8
COc1cccc(CNn2cnnc2)c1OCc1ccc(F)cc1	0	4
[O-]/[N+](=C/c1cccnc1)c1ccc(Br)cc1	1	6
O=C(NCc1ccco1)c1sc2cc(Cl)ccc2c1Cl	8	3
COC(=O)c1ccccc1NC(=O)C12CCC(C)(C(=O)O1)C2(C)C (stereo unspecified)	-3	9
CN(Cc1nc(-c2ccncc2)no1)S(=O)(=O)c1ccc(Cl)cc1	1	11
CCc1c(-c2ccccc2)nc(N)c(C#N)c1-c1cccs1	-6	3
S=c1[nH]nc(Cc2c[nH]c3ccccc23)o1	-1	7
CCOC(=O)N1CCN(C(=O)c2ccc3nc(N4CCC(C)CC4)sc3c2)CC1	-9	19
CCCCn1c(=O)c(-[n+]2ccccc2)c([O-])c2ccccc21	1	-1
O=S(=O)(Cc1ccccc1)N1CCN(c2ccccc2)CC1	-7	21
CCCn1c2ccccc2c2nnc(SCC(=O)Nc3ncccn3)nc21	-2	1
Cc1nnc(-c2cnn(C)c2N)n1Cc1cccc(Cl)c1	-2	2
OCCN1CCN(CC(O)COc2ccc(Cl)cc2)CC1 (stereo unspecified)	5	-2
CCCCCc1cc(=O)oc2c(C(CCN3CCCC(C)C3)c3cc(OC)c(OC)c(OC)c3)c(OC)cc(OC)c12 (stereo unspecified)	3	-6
CC(C)(CSc1nncn1N)NS(=O)(=O)c1ccc(Cl)cc1	1	-2
CC(=O)OCCc1c(C)nc2nc[nH]n2c1=O	4	-3
Cc1ccc2nc(N/N=C\c3ccc([N+](=O)[O-])o3)nc(-c3ccccc3)c2c1	6	9
Oc1ccc2ccccc2c1C=NCc1cn2ccsc2n1	3	4
CCOc1cc(C(=S)N2CCOCC2)ccc1OC(=O)/C=C/c1ccc(OC)c(OC)c1	1	0
COc1ccc(OC)c(S(=O)(=O)Nc2cccc(F)c2)c1	2	-1
CCOc1ccc(NC(=O)C23CC4CC(C2)CC(c2ccccc2)(C4)C3)cc1	-1	-1
Cc1ccc(-n2nnc3c(=O)oc4ccccc4c32)cc1	1	18
COc1cccc(NC(=O)CSc2ccccn2)c1	10	2
O=C(Nc1cc(Cl)cc(Cl)c1)C(NCCO)c1ccccc1 (stereo unspecified)	3	21
O=C1C(C=NCC2CCCO2)=C(O)c2ccccc21 (stereo unspecified)	-3	2
CCOC(=O)c1cnc(SC2CC(=O)N(c3cccc(OC)c3)C2=O)nc1N (stereo unspecified)	4	-4
Cc1ccc(C(=O)O)cc1NC(=S)NC(=O)Cc1ccccc1	3	-4
c1ccc(-c2cc(-c3nn4c(-c5ccco5)nnc4s3)c3ccccc3n2)cc1	4	-5
C/C(Cl)=C\Cn1c(N2CCCCCC2)nc2c1c(=O)n(C)c(=O)n2C	-3	6
Cn1c(CC(=O)Nc2ccccc2)nnc1SCCOc1ccccc1	2	3
CCCCSc1nc(C)c(CC(=O)O)c(=O)[nH]1	7	-19
O=C(c1oc(=O)c2ccccc2c1-c1ccccc1)N1CCOCC1	-6	-3
O=C1c2ccncc2C(=O)N1C1CCCCC1	5	6
(next part)
SMILES	PglD DTNB	Statin myotox sup
Cc1ccc(S(=O)(=O)N/N=C\c2cn(-c3ccccc3)nc2-c2ccccc2)cc1	-6	-29
Cc1ccc(C(=O)CSc2nnc(-c3c[nH]c4ccccc34)o2)cc1	7	2
c1nc2sc3c(c2c2nnnn12)CCC3	8	-5
CCN(CC)CCn1c2ccccc2c2nc(C)sc21	1	-20
COc1ccccc1NS(=O)(=O)c1cc([N+](=O)[O-])ccc1N/N=C/c1c(C)[nH]c2ccccc12	8	-47
O=C(Nc1ccc(N2CCN(C(=O)c3ccco3)CC2)cc1)c1ccc(F)cc1	0	10
COc1ccc(C(c2nnnn2C(C)(C)C)N2CCN(c3nc4ccccc4s3)CC2)cc1OC (stereo unspecified)	6	1
CCOC(=O)c1nnn(-c2nonc2N)c1CN(CC)CC	0	-5
CCOc1cc(C)c(C(C)C)cc1S(=O)(=O)n1ccc(C)n1	4	20
NC1=NC(=O)C(Cc2cccc(Cl)c2)S1 (stereo unspecified)	-6	-6
CCOC(=O)C1(CCOc2ccccc2)CCN(Cc2ccc(COC)o2)CC1	-3	-4
CCOC(=O)c1cc2cc(C)ccc2[nH]1	-6	5
Cc1nc2oc(C(=O)c3ccc(Br)cc3)c(N)c2c2c1COC(C)(C)C2	7	-10
Cc1cc(C(=O)N2CCN(c3ncccn3)CC2)sc1-c1ccccc1	1	21
COc1cc(OC)nc(NC2OC(=O)c3ccccc32)n1 (stereo unspecified)	0	0
O=C(Cn1cnnn1)Nc1ccccc1Cc1ccccc1	0	-22
O=C(N/N=C/C=C\c1ccco1)c1cccnc1	-1	-1
CC1=C(C#N)C(NC(=O)C2CC2)(C(F)(F)F)C(=O)N1 (stereo unspecified)	9	14
Fc1ccc(OCCOCCNCC2CCCO2)cc1 (stereo unspecified)	-4	-10
CCOc1ccc(OCC)c(S(=O)(=O)N2CCCCC2C)c1 (stereo unspecified)	-1	0

An excerpt from above in order of number of heavy atoms, ascending:
SMILES	PglD DTNB	Statin myotox sup
CCOC(=O)c1cc2cc(C)ccc2[nH]1	-6	5
O=C(Cn1cnnn1)Nc1ccccc1Cc1ccccc1	0	-22
Cc1nc2oc(C(=O)c3ccc(Br)cc3)c(N)c2c2c1COC(C)(C)C2	7	-10

Next results.
SMILES	PglD DTNB	Statin myotox sup
Cn1nnnc1SCc1nc2ccccc2s1	6	12
COc1ccc(OC)c(NC(=O)COC(=O)c2ccc(S(=O)(=O)N3CCOCC3)cc2)c1	-1	2
COc1ccc(NC(=O)c2ccco2)cc1NC(=O)c1ccc(Br)o1	0	13
CC1=C(OC(=O)c2ccccc2)C(C)(C)C(c2ccc(Br)cc2)OC1=O (stereo unspecified)	-9	2
COc1ccccc1CCNC(=O)c1ccoc1C	1	-8
O=C(Nc1cccc(F)c1)N(Cc1ccc(Cl)cc1)CC(O)C(F)(F)F (stereo unspecified)	0	22
CCCn1nnnc1SCC(=O)N1CCCc2ccccc21	-6	9
O=C(c1cccc(S(=O)(=O)N2CCOCC2)c1)N1CCN(c2ccc(F)cc2)CC1	1	18
O=C(Nc1cccc2c1CCCC2)C1CCN(c2nnnn2-c2ccccc2)CC1	0	-5
O=S(=O)(c1ccc(NCC2CCCCC2)nc1)N1CCOCC1	4	-11
CCOc1ccc2c(c1)c1nnc(SCC(=O)N3CCCCC3C)nc1n2C (stereo unspecified)	-5	-4
COc1cc(C=O)c(Br)cc1OCc1ccc(C)cc1	7	-23
O=c1[nH]n(-c2ccc(F)cc2)c2ncccc12	-2	-1
O=C(Nc1ccc(O)cc1C(=O)O)c1ccc2c(c1)C(=O)N(Cc1ccco1)C2=O	4	-17
O=C(c1ccco1)N1c2ccccc2Sc2ccccc21	5	-4
CCN(c1ccccc1)S(=O)(=O)c1cnc[nH]1	3	88*
CCOc1ccccc1NC(=O)Cn1c(C)cc(COC)c(C#N)c1=O	3	-8
Cc1ccc(C(=O)COC(=O)C2CC(=O)N(c3nc(-c4ccccc4)cs3)C2)cc1C (stereo unspecified)	5	9
Cn1c(SCC(=O)NC(C)(C)C)nnc1-c1cnccn1	-5	-2
Cc1ccc(C(=O)N/N=C/c2sc(=O)n(Cc3cccc(C(=O)O)c3)c2Cl)cc1	8	11
OC(CN1CCOCC1)Cn1c(-c2cccc(Cl)c2)nc2ccccc21 (stereo unspecified)	7	5
CC1=NC(C(F)(F)F)(C(F)(F)F)C(C#N)=C(C)N1	2	-5
O=S(=O)(NCCC1=CCCCC1)c1cccc(S(=O)(=O)N2CCOCC2)c1	-3	5
CCOC(=O)c1cnc2cc(C)nn2c1-c1ccccc1	-4	-9
COC(CNC(=O)CCc1c(C)nc2c(-c3ccc(F)cc3)c(C)nn2c1C)OC	-2	-21
COn1c(=O)c(-c2cccs2)[n+]([O-])c2ccccc21	-2	-5
N#CC1C(C#N)N2CCCN2C1c1ccc(Cl)cc1 (stereo unspecified)	-1	-20
Cc1cnc(NC(=O)C2COc3ccccc3O2)s1 (stereo unspecified)	-2	-3
O[C@@H]1C2CCCC1[C@]1(O)CCCCC1C2 (stereo partly specified)	10	0
COc1ccc(S(=O)(=O)NC(CC(=O)NC2CCCC2)c2ccco2)cc1 (stereo unspecified)	-6	2

An excerpt from further up, as a working copy:
SMILES	PglD DTNB	Statin myotox sup
Cc1ccc2cc(CN(C(=O)c3cccnc3)C(C)C)c(=O)[nH]c2c1	0	-9
CCCN(CCC)CCCOC(=O)c1ccc(Cl)cc1Cl	-2	5
COC(=O)C1=CN(C(C)C)C=C(C(=O)OC)C1c1cc2c(cc1Br)OCO2	-1	10
C=CCN(C(=O)c1cccc(S(=O)(=O)N2CCN(C)CC2)c1)c1nc(-c2ccccc2)cs1	5	-12

More results.
SMILES	PglD DTNB	Statin myotox sup
COC(=O)c1cc(Br)c(=O)n(-c2ccccn2)c1	6	9
COc1cc(C(=O)Nc2ccc(NC(=O)C(C)C)nc2)cc(OC)c1OC	0	-4
O=C(CSc1ncn[nH]1)c1ccc2c(c1)OCO2	4	-18
CC(OC(=O)CN(C)S(=O)(=O)c1ccc(Cl)cc1)C(=O)Nc1cccc(Cl)c1 (stereo unspecified)	-4	9
Cc1ccc(CSc2nn3c(=O)c(C)nnc3s2)cc1	5	10
O=C(c1cnn2c(C(F)(F)F)cc(-c3ccc4c(c3)OCO4)nc12)N1CCCCC1	-7	17
Cc1ccc(-c2cc(C(=O)NCC3CCCO3)no2)cc1 (stereo unspecified)	4	6
CCOC(=O)N1CCN(C(=O)CCN2C(=O)/C(=C\c3ccccc3OC)SC2=S)CC1	3	4
CC1CCc2[nH]nc(C(=O)O)c2C1 (stereo unspecified)	-1	7
Cc1nc(N2CCOCC2)nc2c1CCCC2	-4	-12
COc1ccc(Cn2nnnc2C(c2cc3cc(C)ccc3[nH]c2=O)N2CCOCC2)cc1 (stereo unspecified)	4	-13
CCCCc1cc(=O)oc2c(CN3CCCC3)c(O)c(Cl)cc12	3	-4
CCCCOc1ccc2c(C)cc(=O)oc2c1OCCCC	-1	-20
CC1=CC(C)(C)Nc2ccc(OC(=O)C(C)N3C(=O)c4ccccc4C3=O)cc21 (stereo unspecified)	2	-16
Cc1ccccc1CN1CCN(CC2CC3C=CC2C3)CC1 (stereo unspecified)	4	1
O=C(CS(=O)CC(=O)Nc1cccc2c1CCCC2)Nc1ccc(F)cc1 (stereo unspecified)	-1	-1
Cc1ccc(C(=O)NC(=S)Nc2ccc3c(c2)OCCO3)c(C)c1	-2	-13
O=C(O)CSc1ccc2ccccc2n1	2	19
COc1ccc(-c2coc3cc(O)ccc3c2=O)cc1OC	-3	2
COCc1[nH]nc2c1C(c1ccnc3ccccc13)C(C#N)=C(N)O2 (stereo unspecified)	5	7

7 of the entries above in order of their number in PglD DTNB, low to high:
mol | PglD DTNB
CCOC(=O)c1cc2cc(C)ccc2[nH]1 | -6
COc1ccc(C(=O)NC2CCN(CC(=O)Nc3cccc(C)c3)CC2)cc1OC | -5
N#CC1C(C#N)N2CCCN2C1c1ccc(Cl)cc1 (stereo unspecified) | -1
CCN(CC)CCn1c2ccccc2c2nc(C)sc21 | 1
CCOc1ccccc1NC(=O)Cn1c(C)cc(COC)c(C#N)c1=O | 3
OCCN1CCN(CC(O)COc2ccc(Cl)cc2)CC1 (stereo unspecified) | 5
O=C(NCc1ccco1)c1sc2cc(Cl)ccc2c1Cl | 8

Next records:
SMILES	PglD DTNB	Statin myotox sup
FC(F)(F)c1cccc(N2CCN(c3nnnn3-c3ccccc3)CC2)c1	2	14
Cc1ccc(CS(=O)(=O)CCC(=O)NCc2ccccn2)cc1	0	13
COc1ccc(Cl)cc1N(CC(=O)Nc1ccc2c(c1)OCO2)S(C)(=O)=O	-7	-3
Cc1cc(Cl)c(S(=O)(=O)N2CCN(c3ccc(F)cc3)CC2)cc1OCC(=O)NC1CCCCC1	5	-3
COc1cc2nc(C3CCC3)n(NC(=O)C3CCC(OC)CC3)c(=O)c2cc1OC (stereo unspecified)	0	6
CCOC(=O)N1CCN(Cc2nc(-c3ccc(Cl)cc3)no2)CC1	4	2
CCCCOC(=O)CSc1nc2c(c(=O)[nH]c(=O)n2C)n1C/C=C(\C)Cl	13	0
CC(C)c1ccc2oc(=O)cc(CN3CCN(c4ccccc4)CC3)c2c1	-1	16
